MITF inh: MITF inhibitors, primary screen, biochemical, AlphaScreen, human; Microphthalmia-associated transcription factor (Homo sapiens), O75030; AlphaScreen MITF homodimerization, bead proximity signal; inhibition, % at 2.6 µM; 650,000 tested, 0.91% active; AID 1259374, 2018; in the data active = inhibition above about 50%;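 also: 0% = vehicle wells with protein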
TEAD-YAP block: TEAD-YAP interaction inhibition, primary screen, TEAD-YAP interaction inhibitor project, luminescence, HEK-TIYL cells | TEAD-Gal4/YAP UAS-luciferase luminescence | inhibition, % at 9.12 µM | 640,000 tested, 1.4% active | AID 1259422, 2018; in the data active = inhibition above about 32%;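 also: 0% = median of test compound wells and 100% = reference inhibitor wells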
FBW7 act: FBW7 E3 ligase activators, primary screen, biochemical, AlphaScreen, human; F-box/WD repeat-containing protein 7 (Homo sapiens), Q969H0; AlphaScreen FBW7–phospho-cyclin E peptide binding, activator screen; normalized activity (activation), % at 26.1 µM; 650,000 tested, 0.13% active; in the data active = normalized activity above about 1.9%;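 also: purified mutant Fbw7 with reduced substrate affinity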
Target sequence (Q969H0 whole entry, looked up): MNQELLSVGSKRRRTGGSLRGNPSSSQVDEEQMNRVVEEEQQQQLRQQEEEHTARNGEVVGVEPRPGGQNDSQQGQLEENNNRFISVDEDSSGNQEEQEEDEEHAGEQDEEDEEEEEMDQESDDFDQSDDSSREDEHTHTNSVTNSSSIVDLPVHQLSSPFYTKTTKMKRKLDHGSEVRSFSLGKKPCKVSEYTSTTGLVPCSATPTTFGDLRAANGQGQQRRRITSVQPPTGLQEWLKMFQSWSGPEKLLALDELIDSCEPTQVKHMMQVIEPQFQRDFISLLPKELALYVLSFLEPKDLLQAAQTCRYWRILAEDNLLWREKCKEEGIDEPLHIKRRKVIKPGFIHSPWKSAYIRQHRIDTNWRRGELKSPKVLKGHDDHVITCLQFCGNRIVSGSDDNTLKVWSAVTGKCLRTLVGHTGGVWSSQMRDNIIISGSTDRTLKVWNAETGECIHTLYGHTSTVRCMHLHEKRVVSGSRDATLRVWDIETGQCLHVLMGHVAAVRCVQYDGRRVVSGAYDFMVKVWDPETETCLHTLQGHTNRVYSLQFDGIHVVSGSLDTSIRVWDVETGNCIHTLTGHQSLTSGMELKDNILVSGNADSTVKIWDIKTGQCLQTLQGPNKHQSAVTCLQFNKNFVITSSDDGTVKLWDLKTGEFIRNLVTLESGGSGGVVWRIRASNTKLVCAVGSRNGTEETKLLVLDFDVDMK
GPR151 activ: activators of human GPR151, primary screen, cell-based, PathHunter beta-arrestin, luminescence. G-protein coupled receptor 151 (Homo sapiens), Q8TDV0. PathHunter beta-arrestin GPR151 cells. activation, % at 11.2 µM. 650,000 tested, 1% active. AID 1508602, 2020; in the data active = activation above about 4.9%;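 also: 0% = median of compound wells and 100% = cells with positive control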
* hit, by the source's call.

Start of the listing, in advance:
SMILES	MITF inh	TEAD-YAP block	FBW7 act	GPR151 activ
COc1cc(/C=N/Nc2nc(C)cc(C)n2)cc(OC)c1O	10	5	-0.2	0.2
CC1=C(C(=O)OC(C)(C)C)C(c2cccs2)NC(=O)N1 (stereo not given)	-6	-9	0.1	0.5
CCc1ccc(S(=O)(=O)Nc2ccc(I)cc2)cc1	8	-1	-0.1	1.1

This part in full, previewed entries included:
SMILES	MITF inh	TEAD-YAP block	FBW7 act	GPR151 activ
COc1cc(/C=N/Nc2nc(C)cc(C)n2)cc(OC)c1O	10	5	-0.2	0.2
CC1=C(C(=O)OC(C)(C)C)C(c2cccs2)NC(=O)N1 (stereo not given)	-6	-9	0.1	0.5
CCc1ccc(S(=O)(=O)Nc2ccc(I)cc2)cc1	8	-1	-0.1	1.1
CCOc1ccc(C(=O)Nc2c3c(nn2-c2cccc(Cl)c2)CS(=O)C3)cc1OCC (stereo not given)	11	0	0.1	-0.2
Clc1ccc(-c2[nH]ncc2CNC2CCCC2)cc1	2	-3	-0.2	1.6
Cc1cccc(NC(=O)COc2cccc(C)c2C)c1C	4	-8	-0.3	2.4
O=C(CNS(=O)(=O)c1ccc(Cl)c(C(F)(F)F)c1)NC1CCCCC1	9	-9	0.3	0.5
COc1ccccc1-n1c(SCC(=O)N2CCCC2)nc2c(sc(=S)n2-c2ccc(C)cc2C)c1=O	20	7	0.1	-0.4
CC(C)(C)N(Cc1ccccc1)C(=O)CSc1nc(N)cc(=O)[nH]1	2	7	0.0	2.6
CCN(CC)c1ccc(C2C(C(=O)OCC(C)C)=C(C)NC3=C2C(=O)CC(c2ccc(OC)cc2)C3)cc1 (stereo not given)	4	2	-0.1	0.0
CC1(C)CC(=O)C(C=Nc2ccc(Cl)cc2)=C(O)C1	-7	-3	-0.1	0.6
CCOc1cc(Br)cc(/C=C2\C(=O)N(c3ccccc3)N=C2C)c1O	23	3	-0.1	-0.2
O=C(CCCn1sc2ccccc2c1=O)NCc1cccnc1	-10	-5	-0.5	-0.1
CC1CCC2(CC1)NC(=O)N(CC(=O)N1CCOCC1)C2=O (stereo not given)	4	-5	0.0	0.4
O=C(O)/C=C/c1ccc(Cl)c(C(F)(F)F)c1	-2	-5	-0.1	-0.7
CCn1cc(C(=O)NCCN(C)C)c(=O)c2ccc(C)nc21	14	5	-0.1	3.9
CCc1ccc(/C=N/NC(=O)c2ccccn2)cc1	4	30	-0.1	-5.1
Cc1ccc(C(=O)Nc2ccccc2C(N)=O)s1	-4	-35	0.1	-0.9
COc1cc(NC(=S)NC(=O)/C=C/c2ccco2)ccc1NC(=O)c1ccco1	29	49*	0.7	3.3
CC1(C)CC(NC(=O)CNC2CCCCC2)CC(C)(C)N1	10	0	0.1	-1.6

Arranged by number of heavy atoms (falling): 4 of the compounds above
SMILES	MITF inh	TEAD-YAP block	FBW7 act	GPR151 activ
COc1cc(NC(=S)NC(=O)/C=C/c2ccco2)ccc1NC(=O)c1ccco1	29	49*	0.7	3.3
CCn1cc(C(=O)NCCN(C)C)c(=O)c2ccc(C)nc21	14	5	-0.1	3.9
CC1(C)CC(=O)C(C=Nc2ccc(Cl)cc2)=C(O)C1	-7	-3	-0.1	0.6
Cc1ccc(C(=O)Nc2ccccc2C(N)=O)s1	-4	-35	0.1	-0.9

Further structures.
SMILES	MITF inh	TEAD-YAP block	FBW7 act	GPR151 activ
FC(F)(F)c1ccccc1CN1CCN(Cc2cccc(Cl)c2)CC1	69*	-6	-0.2	1.2
O=C1c2ccccc2-c2onc3c(N4CCC5(CC4)OCCO5)cc(NCCO)c1c23	29	21	0.1	-1.7
O=C(COc1ccccc1[N+](=O)[O-])Nc1ccc(-c2nc3ccccc3o2)cc1	2	-15	-0.1	0.5
CCn1cc(CN2CCC3(CC2)NC(=O)c2ccccc2O3)c(C)n1	-14	2	-0.2	-1.0
O=C(CCc1nnc2n(Cc3ccc(F)cc3)c(=O)c3ccccc3n12)Nc1ccccc1	4	-3	0.1	-0.8
CCCCOC(=O)C1=C(C)NC(=O)NC1c1cccc(Br)c1 (stereo not given)	1	-12	0.1	0.7
COc1ccc(/C=C(/NC(=O)c2ccccc2Cl)C(=O)O)cc1	-8	-12	-0.1	-0.2
CCOC(=O)C1=CN(C)C=C(C(=O)OCC)C1c1cccc(Cl)c1	-9	-8	0.0	-0.4
CC1CCc2c(sc(NC(=O)C3=COCCO3)c2C(N)=O)C1 (stereo not given)	-2	-31	-0.1	1.2
CCCNCC(=O)Nc1ccccc1C	-2	-2	0.0	0.1
Nc1c(C(=O)N2CCOCC2)sc2nc(-c3ccc(Cl)cc3)cc(C(F)(F)F)c12	13	-2	0.1	0.2
CCNCc1cc(Cl)c(OCC)c(Cl)c1	-6	1	-0.1	3.5
O=C1C(=O)N(Cc2ccc(Br)cc2)c2ccccc21	9	13	0.1	0.7
CC(=O)C1=C(O)C(=O)N(c2ccccc2F)C1c1ccccc1 (stereo not given)	1	6	0.0	-0.5
CCOC(=O)C1CCC(CN(Cc2ccccc2)S(=O)(=O)c2ccc(OC)cc2)CC1 (stereo not given)	8	-1	-0.1	1.0
CC(C)(NC(=O)c1ccccc1)C(=O)OCC(=O)c1ccc(Br)cc1	-9	-10	-0.3	0.9
COc1ccc(-c2noc(CCC(=O)N(C)c3ccc(Br)cc3)n2)cc1	-2	-1	0.1	2.5
COc1ccc(-n2c3c(cc(C(=O)Nc4ccc(F)cc4)c2=O)C(=O)CC(C)(C)C3)cc1	0	0	0.1	0.2
COC(=O)c1ccc(-n2c(C)cc(-c3csc(N)n3)c2C)cc1	0	0	0.0	-0.3
C/C(N)=C(/C#N)C(=O)COC(=O)CN=C1NS(=O)(=O)c2ccccc21	-6	-3	-0.1	0.4
COc1ccc(CCn2c(SCc3ccc(C)cc3)nc3ccsc3c2=O)cc1OC	12	3	0.0	-0.6
O=c1[nH]c(/C=C\c2ccc(O)c(Br)c2)c([N+](=O)[O-])c(=O)[nH]1	-9	-11	-0.6	-0.1
COc1ccc(Cl)cc1NS(=O)(=O)c1ccc2oc(=O)ccc2c1	-9	11	0.0	1.1
CC(C)N(CCO)C(=O)CC1C(=O)NCCN1CC1CCCCC1 (stereo not given)	10	1	-0.1	0.0
CN1C(=O)/C(=C\c2ccc3c(c2)OCO3)SC1=S	17	7	1.0	-1.5
CN(c1ccccc1)S(=O)(=O)c1nnc(NC(=O)c2ccccc2)s1	-7	-4	-0.1	0.4
COc1ccccc1CNC(=O)CSc1ccc(-c2ccco2)nn1	-6	-2	-0.1	0.1
Cc1ccc(OCC(=O)N2CC(=O)N(CCc3ccccc3)C(=O)C2)cc1	17	8	0.4	0.4
O=C(CCCl)N(Cc1ccco1)c1nc(-c2ccccc2)cs1	25	-14	0.0	3.1
CCOc1ccc(NC(=O)c2sc(=S)n(-c3ccccc3C)c2N)cc1	-6	-13	-0.1	-1.0
Cc1cc(N)ccc1N=Nc1c(C)n(C)n(-c2ccccc2)c1=O	14	1	1.2	-1.1
CCCC(=O)N1c2ccccc2NC2=C(C(=O)CCC2)C1c1ccccc1Cl (stereo not given)	-5	-37	0.1	2.2
Cc1ccc(-c2cc(C(=O)Nc3ccc(C(N)=O)cc3)c3ccccc3n2)o1	3	-31	-0.1	-0.1
CC(=N\O)/C(=N\O)C1C(CC#N)C1(C)C (stereo not given)	0	-2	0.3	0.1
COc1ccc(C(=O)NNC2=NC(C)(C)Cc3cc(C)c(C)cc32)cc1	13	5	0.0	0.6
CN1C(=O)c2cccc(NC(=O)c3ccc(N(C)C)cc3)c2C1=O	1	-7	0.2	0.8
Cc1ccc2cccc(OS(=O)(=O)c3ccccc3[N+](=O)[O-])c2n1	10	-11	0.8	-0.3
CCOc1ccc(-c2cc3cc(OC)c(OC)cc3c(CC)n2)cc1	5	-1	0.0	-0.7
COc1cccc(C(=O)N2CCN(Cc3cc(OC)c(OC)cc3OC)CC2)c1	63*	9	1.0	0.6
O=C(NCc1ccco1)C(=O)NCC1OCCCN1S(=O)(=O)c1ccc(Cl)cc1 (stereo not given)	13	0	0.0	-0.2

Quoted at random: 2 records from the list.
SMILES	MITF inh	TEAD-YAP block	FBW7 act	GPR151 activ
CCOc1ccc(-c2cc3cc(OC)c(OC)cc3c(CC)n2)cc1	5	-1	0.0	-0.7
Cc1ccc2cccc(OS(=O)(=O)c3ccccc3[N+](=O)[O-])c2n1	10	-11	0.8	-0.3

Next compounds:
SMILES	MITF inh	TEAD-YAP block	FBW7 act	GPR151 activ
Cc1[nH][nH]c(=O)c1N=Nc1ccc(Cl)cc1	14	-2	0.1	2.7
CCc1ccc(N2CC(C(=O)Nc3ccc(NC(C)=O)cc3)CC2=O)cc1 (stereo not given)	12	7	0.9	-1.6
CN(C)S(=O)(=O)N(CC(=O)Nc1cccnc1)c1ccccc1	15	3	0.3	0.5
COc1ccc(C2C(C#N)=C(N)Oc3n[nH]c(C)c32)c(OC)c1OC (stereo not given)	-6	-4	0.0	-0.3
Cc1ccnc2nc(C(=O)OCC(=O)NC(=O)NC3CCCC3)nn12	-7	0	-0.1	-1.5
Cn1c(=O)[nH]c(=O)c2c1nc(N1CCCCC1)n2CC(O)CCl (stereo not given)	7	7	0.5	1.0
O=C(CC(NCc1cccnc1)C(=O)O)Nc1cccc2ccccc12 (stereo not given)	0	11	-0.3	4.5
CSc1nnc2c(n1)OC(c1ccc(N(C)C)cc1)Nc1ccccc1-2 (stereo not given)	4	4	0.0	2.6
Cc1ccc2c(c1)c(N=NC(=O)C(=O)Nc1cccc(C(=O)O)c1)c(O)n2C	9	5	0.0	1.8
Cc1c(C(=O)NCc2ccccc2)oc2ccc(S(=O)(=O)N3CCOCC3)cc12	11	-8	0.1	-1.4
COc1cc(/C=C2\C(=O)NC(=S)N(c3ccccc3F)C2=O)ccc1OC(C)C(=O)O (stereo not given)	10	-6	0.0	0.9
Cc1ccc(Oc2ccc(NC(=O)C3C4CC5OC(=O)C3C5C4)cc2)cc1 (stereo not given)	-1	-4	0.3	-1.6
O=C1CCCC2=C1C(c1ccc(Cl)cc1)n1c(nc3ccccc31)N2 (stereo not given)	11	-2	0.6	-0.7
COc1ccccc1/C=C/C(=O)NCCc1ccccc1	-4	5	0.0	-0.4
CC1CC(C)CN(S(=O)(=O)c2ccc3c(c2)CCN3C(=O)CCCC(=O)O)C1 (stereo not given)	13	10	-0.2	1.3
COc1cc(CN2CCN(Cc3cnn(-c4ccccc4)c3)CC2CCO)cc(OC)c1 (stereo not given)	3	0	-0.1	-1.3
COc1cccc(-c2csc(/C(C#N)=C\Nc3ccc(OC)cc3OC)n2)c1	-3	0	0.1	0.6
Nc1ccc(N2S(=O)(=O)c3ccccc3S2(=O)=O)cc1	9	2	0.1	0.6
CCOC(=O)C1CCN(C(=S)Nc2ccccc2OC)CC1	12	-2	0.1	0.6
Cc1ccc(NC(=O)C2C3C=CC4(O3)C2C(=O)N(C(C)(C)C)C4C(=O)NC2CCCC(C)C2C)cc1Cl (stereo not given)	-3	-7	-0.2	-0.4
CCN(C(=O)Cn1ncc2c1-c1cc(C)ccc1OC2)c1ccccc1	2	0	-0.7	1.7
O=C(c1ccccc1F)N(Cc1cccnc1)Cc1cc2cc3c(cc2[nH]c1=O)OCCO3	-18	3	-0.2	0.5
O=C(Nc1ccccc1)C1(S(=O)(=O)c2ccccc2)CC1	-4	-4	-0.1	0.9
CN1CC=C2C(C#N)=C(N)C(C#N)(C#N)C(c3ccccc3F)C2C1 (stereo not given)	-1	-4	-0.2	-1.3
Nc1cccc(-c2cc(NCCN3CCOCC3)ncn2)c1	-10	-8	0.0	-1.8
O=[N+]([O-])c1ccc(Cl)c(S(=O)(=O)Nc2ccc(O)cc2)c1	-7	-3	-0.1	0.1
CSC1=NCCN1S(=O)(=O)c1ccc2ccccc2c1	3	1	0.0	-0.1
COc1ccc(CCN(C)C(=O)CSc2nc(C)cs2)cc1OC	11	0	0.1	-1.5
CCCCOC(=O)Cn1c(-c2ccccc2)nc2ccccc2c1=O	-13	-4	0.0	1.2
Cc1cc(C)c(C)c(C(=O)COC(=O)CNS(=O)(=O)c2ccccc2)c1C	13	10	1.1	0.2
CC[C@H](C)[C@@H]1NC(=O)[C@@H]2C[C@H](NCc3nc(-c4ccccc4)cs3)CN2C1=O	-3	-6	-0.2	-0.6
COc1ccc(O)c(/C=C/C(=O)c2c(O)cc(C)oc2=O)c1	8	11	0.0	-0.1
O=C(OCc1cc(Cl)cc2c1OCOC2)c1ccc2ncsc2c1	-5	-3	0.0	0.8
CCN(CC)CC#CC(O)c1ccccc1 (stereo not given)	17	2	0.0	-0.6
CC1=C(C(=O)NCc2ccco2)C2(CCC(C)CC2)OC1=O (stereo not given)	9	-7	1.3	-0.2
O=S(=O)(N/N=C/c1cc(Br)ccc1O)c1ccc(Cl)cc1	0	-8	-0.1	0.3
CCOC(=O)C1=C(C)Nc2ncnn2C1c1ccc(OC)cc1 (stereo not given)	24	2	0.1	-1.8
CC(C)(C)NC(=O)Cn1cc(C#N)c2cc(Br)ccc21	5	4	0.2	-0.9
N#CCN1CCn2c3c(c4cc(C5CCCCC5)ccc42)CCCC31 (stereo not given)	15	4	0.2	1.4
O=C(NCCCO)/C(=C\c1ccccc1)NC(=O)c1ccco1	-6	-11	-0.2	1.5

Screening data as filed in PubChem.

This is a random part of the collection; any-hit rate near 3.4%.
